Luc counter: Counterscreen for Luciferase (Kinase-Glo TM) Inhibition. Luciferin 4-monooxygenase (Photuris pensylvanica), Q27757. Kinase-Glo luciferase, ATP luminescence, 8 min. Potency, µM (top dose mostly 38.3 µM), for inactives: top-dose activity change, negative = inhibition, actives largely listed as inhibitors. 0.28% of 200,000 active. AID 1379, 2008; further: potency means the concentration at half of the fitted maximal effect; on the % scale 0 is the no-effect control and ±100 the full control effect; nearly all actives have a fitted effect of over 60% in size
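Light output from Kinase-Glo luciferase with luciferin and 10 uM ATP in 50 mM imidazole pH 7.2, KCl, MgCl2, Tween 20, BSA; compound pin-delivered, 8-min ambient incubation, then luminescence read.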
LMNA splice mod: qHTS Assay for Modulators of Lamin A Splicing; 0.01% of 200,000 active; HeLa LMNA splicing GFP/RFP minigene ratio, 48 h; Potency, µM (highest dose often 46.1 µM), for inactives: at the highest dose ratio change, negative = inhibition, hits mostly inhibitors; active means well fitted inhibition curve with a large enough effect in the signal ratio, with a control signal flat, not every such curve was filed as active; inconclusive means small, poorly fitted or top-dose-only effect, or effect the other way, or a change in a side signal; the % refers to the signal ratio; further: potency means the concentration at half of the fitted maximal effect; on the % scale 0 is the no-effect control and ±100 the full control effect
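S3 HeLa cells stably expressing lamin A-EGFP splicing minigene plus DsRed2, 600 cells/well, 48 h compound exposure at 37C. Laser-scanning cytometry; analysed as GFP (500-530 nm)/RFP (575-640 nm) total intensity ratio; 0.5% DMSO vehicle.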
CBFb RUNX1 block: qHTS Assay for Compounds Blocking the Interaction Between CBF-beta and RUNX1 for the Treatment of Acute Myeloid Leukemia | AlphaScreen CBFb-His/RUNX1-biotin binding, biochemical | Potency, µM (highest dose often 59.8 µM), for inactives: at the top dose activity, negative = inhibition, most hits filed as inhibitors | Runt-related transcription factor 1 (Homo sapiens) + Core-binding factor subunit beta … | 230,000 tested, under 10 active; further: % of control where 0% means no effect
Target sequence (Q01196 whole entry, looked up): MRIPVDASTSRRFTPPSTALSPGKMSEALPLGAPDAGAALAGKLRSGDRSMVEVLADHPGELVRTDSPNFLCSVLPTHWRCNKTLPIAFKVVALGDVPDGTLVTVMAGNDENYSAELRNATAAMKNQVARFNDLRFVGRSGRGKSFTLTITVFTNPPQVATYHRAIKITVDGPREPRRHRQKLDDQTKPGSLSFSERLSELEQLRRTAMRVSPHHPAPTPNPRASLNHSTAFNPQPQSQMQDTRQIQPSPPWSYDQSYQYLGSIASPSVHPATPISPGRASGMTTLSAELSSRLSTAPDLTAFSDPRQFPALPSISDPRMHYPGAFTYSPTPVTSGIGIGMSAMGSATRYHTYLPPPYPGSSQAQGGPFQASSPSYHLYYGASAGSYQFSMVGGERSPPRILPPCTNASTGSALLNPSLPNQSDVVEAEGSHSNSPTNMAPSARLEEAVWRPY
Target sequence (Q13951 whole entry, looked up): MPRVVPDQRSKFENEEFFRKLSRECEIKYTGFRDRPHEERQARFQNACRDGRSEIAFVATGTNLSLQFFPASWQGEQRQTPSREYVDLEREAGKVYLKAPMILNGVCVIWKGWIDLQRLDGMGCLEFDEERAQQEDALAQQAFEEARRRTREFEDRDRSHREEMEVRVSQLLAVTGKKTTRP
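Read-out: AlphaScreen. Format: His-CBF-beta with biotinylated RUNX1 (30 nM each) preincubated 20 min, compound 15 min, Ni-chelate plus streptavidin beads 90 min; room temperature throughout.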
Epigenetic derep: Quantitative High-Throughput Screen for Regulators of Epigenetic Control; murine LDR cells, GFP reporter derepression, 30 h; Potency, µM (top dose mostly 53.9 µM), for the others: at the top dose GFP activation, usual class: activators; 0.2% of 280,000 active; AID 1865, 2009; further: potency means the concentration at half of the fitted maximal effect; % of control where 0% means no effect; nearly all actives have a fitted effect of over 60% in size
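In this reporter-derepression format, murine cells bearing a silenced integrated CMV-GFP locus incubate with test compound (30 h, 37 C), then are washed and imaged; fluorescent objects of 20–120 um count as induced cells.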
HttQ103 aggreg: qHTS Multiplex Assay to Identify Dual Action Probes in a Cell Model of Huntington: Aggregate Formation (GFP); Potency, µM (series often up to 46.1 µM), inactives show at the top dose activity change, negative = inhibition, most hits filed as inhibitors; PC12 HttQ103-GFP aggregates, Acumen cytometry, 40 h; AID 1688, 2009; 1.1% of 220,000 active; further: potency means the concentration at half of the fitted maximal effect; on the % scale 0 is the no-effect control and ±100 the full control effect; nearly all actives have a fitted effect of over 60% in size
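Quantitative HTS on tebufenozide-induced (100 nM) PC12 cells stably expressing polyQ103 Huntingtin exon 1–GFP. Reduction of bright GFP aggregates, detected by laser scanning cytometry after lysis, identified actives across the titration.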
IMPase Li cell: qHTS Assay for Identifying the Cell-Membrane Permeable IMPase Inhibitors: Potentiation with Lithium. CHO-M1 cells, IP1 TR-FRET (IP-One), carbachol + lithium. Potency, µM (doses to about 59.4 µM), inactives show at the top dose activity, negative = IMPase inhibition, actives largely listed as inhibitors. 0.35% of 210,000 active. AID 1457, 2008;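 further: IP1 builds up when IMPase is blocked and the TR-FRET signal falls; potency means the concentration at half of the fitted maximal effect; plate controls were basal vehicle for no effect and high inhibitor control for full effect; nearly all actives have a fitted effect of over 50% in size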
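Concentration–response in CHO-M1 cells, lithium-potentiated; 30 min at 37C. IP1 detected by competitive TR-FRET after 10 min lysis at RT. Hill-fitted AC50.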
NPSR antag: qHTS Assay for Antagonists of the Neuropeptide S Receptor: cAMP Signal Transduction | Q6W5P4 | CHO-NPSR cells, cAMP TR-FRET, antagonist mode | Potency, µM (series often up to 38.3 µM), inactives show at the top dose activity change, negative = inhibition, usual class: inhibitors | 1% of 220,000 active; further: potency means the concentration at half of the fitted maximal effect; on the % scale 0 is the no-effect control and ±100 the full control effect; nearly all actives have a fitted effect of over 50% in size; many of its hits are not listed in these tables
Target sequence (Q6W5P4 whole entry, looked up): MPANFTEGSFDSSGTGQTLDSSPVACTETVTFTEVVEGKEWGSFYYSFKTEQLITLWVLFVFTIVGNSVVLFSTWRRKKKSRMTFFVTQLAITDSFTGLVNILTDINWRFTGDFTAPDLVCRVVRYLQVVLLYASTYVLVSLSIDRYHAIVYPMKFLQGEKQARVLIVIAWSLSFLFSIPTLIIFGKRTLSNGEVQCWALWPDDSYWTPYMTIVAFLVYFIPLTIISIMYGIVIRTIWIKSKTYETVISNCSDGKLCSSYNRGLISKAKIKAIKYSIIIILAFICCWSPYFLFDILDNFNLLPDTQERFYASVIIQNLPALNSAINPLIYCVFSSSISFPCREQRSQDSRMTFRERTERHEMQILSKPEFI
Starred values were filed as active, the others as inactive; ? = inconclusive; / = no result given; & = joins results of further samples; [ ] = another dose, or the depositor's remark. Unless noted, the call rests on the fitted dose curve; in most records, active means well fitted curve in the direction sought with a large enough effect; inconclusive means small, poorly fitted or top-dose-only effect, or another doubt; inactive means no such curve, though single readings can be large; an effect the other way counts as inactive or inconclusive. A portion of the library. The share of hits here may be higher or lower than overall.

SMILES	Luc counter	LMNA splice mod	CBFb RUNX1 block	Epigenetic derep	HttQ103 aggreg	IMPase Li cell	NPSR antag
COc1ccc(-c2nc(N)n[nH]2)cc1OC	-6%	1%	1%	0.0%	-24%	23%[38.3 µM]	1%[46.1 µM]
CC(C)(C)N(Cc1cc2ccccc2[nH]c1=O)C(=O)c1cccnc1	13%	-6%	3%	3.0%	5%	-4%[38.3 µM]	-6%[46.1 µM]
CCOC(=O)Cn1cc(Cl)c(=O)c(Cl)c1	/	/	4%	-1.1%	-6%[9.22 µM]	/	9%
Cc1ccc2nc(SCC(=O)O)nc(C)c2c1	1%	-3%	-5%	-1.0%	5%	-13%[38.3 µM]	18%[46.1 µM]
O=C(Nc1ccc(Cc2ccncc2)cc1)C1CC1	0%	1%	6%	-1.1%	-12%	21%[38.3 µM]	-9%[46.1 µM]
CCN1CCN(C(c2cccs2)C(C)NC(=S)Nc2cc(C)ccc2C)CC1 (configuration not stated)	/	/	18%	-0.7%	-22%[9.22 µM]	/	7%
Cc1[nH]c(=S)[nH]c(=O)c1CCCO	-3%	-15%[46 µM]	4%	-1.0%	-20%[9.22 µM]	8%	-13%
O=C(NCc1ccco1)c1cnn2cccnc12	-6%	-3%[46 µM]	-8%	-0.2%	13%[9.22 µM]	0%	6%
O=C(NNS(=O)(=O)c1ccc(Cl)cc1)C1CCN(Cc2ccccc2)CC1	2%	8%	9%	0.0%	5%	40%[activator][38.3 µM]	-8%[46.1 µM]
Cn1nnnc1SCc1csc(C2C(C#N)=C(N)OC3=C2C(=O)CCC3)c1 (configuration not stated)	2%	5%[46 µM]	0%	-0.4%	9%	6%	0%
CCO[C@H]1OC(C(=O)N2CCN(C)CC2)=C[C@@H](C)[C@@H]1CCCO	/	/	9%	0.0%	-16%[9.22 µM]	-8%	-22%
CCN1CCCC1CNCc1cccc(OC)c1OCc1ccccc1F (configuration not stated)	-4%	13%	2%	-0.1%	-4%	35%[activator][38.3 µM]	2%[46.1 µM]
Cc1c(C#N)c2ccccc2n1CC(=O)NCCc1c[nH]c2ccccc12	-5%	-19%	0%	0.8%	-4%	3%[38.3 µM]	-24%[46.1 µM]
CC(C)N(C(=O)Cn1cc(SCC(=O)NCC2CCCO2)c2ccccc21)C(C)C (configuration not stated)	0%	/	5%	-0.3%	-3%	2%	4%
CC(C)C(c1nnnn1C1CCCC1)N1CCOCC1 (configuration not stated)	6%	-7%	6%	-1.2%	-6%	3%	-10%[46.1 µM]
Cc1ccc(SCc2[nH]nc3c2C(c2cccnc2)C(C#N)=C(N)O3)cc1 (configuration not stated)	-2%	1%	3%	0.0%	7%	24%[38.3 µM]	-21%[46.1 µM]
Clc1nccc2c1ccc1ccccc12	-2%	?	23%&14%	-0.1%	/	7%	8%[46.1 µM]
CC(C)C(=O)Nc1c(-c2cccs2)c(=O)c2ccccc2n1C	-2%	-7%	9%	-1.0%	7%	0%[38.3 µM]	-1%[46.1 µM]
COc1ccccc1NC(=O)c1ccc(COc2ccccc2OC)o1	9%	-20%	10%	0.0%	-28%	4%[38.3 µM]	-26%[46.1 µM]
O=C(CN(CCO)c1ccccc1)Nc1ccc(Cl)c(S(=O)(=O)N2CCOCC2)c1	4%	?	-9%	-0.2%	-20%	23%	-19%
CCCCn1nnnc1NCc1ccc(N(CC)CC)cc1	-4%	6%	-3%	0.0%	-1%	33%[38.3 µM]	-12%[46.1 µM]
COc1ccccc1CNCC(O)Cn1c2ccccc2c2ccccc21 (configuration not stated)	-1%	?	-18%	-0.9%	-3%	27%	?
Cc1ccnc2nc(C(=O)Nc3ccc4c(c3)OCO4)nn12	13µM*	-5%	2%	-0.7%	4%	5%[38.3 µM]	4%[46.1 µM]
O=c1oc2ccccc2c2c1ncn2CCN1CCOCC1	/	0%	5%	-3.3%	0%	/	-7%[46.1 µM]
CCn1c2ccccc2c2cc(CC(N)=O)ccc21	/	?	8%	2.1%	-2%[9.22 µM]	/	10%

Quoted from the listing:
Result for `O=C(CN(CCO)c1ccccc1)Nc1ccc(Cl)c(S(=O)(=O)N2CCOCC2)c1` in Luc counter: 4%
Result for `CC(C)C(=O)Nc1c(-c2cccs2)c(=O)c2ccccc2n1C` in IMPase Li cell: 0%[38.3 µM]

Single records (already shown).
CC(C)C(=O)Nc1c(-c2cccs2)c(=O)c2ccccc2n1C reads Luc counter: -2%; LMNA splice mod: -7%; CBFb RUNX1 block: 9%; Epigenetic derep: -1.0%; HttQ103 aggreg: 7%; IMPase Li cell: 0%[38.3 µM]; NPSR antag: -1%[46.1 µM]
CCOC(=O)Cn1cc(Cl)c(=O)c(Cl)c1 reads Luc counter: /; LMNA splice mod: /; CBFb RUNX1 block: 4%; Epigenetic derep: -1.1%; HttQ103 aggreg: -6%[9.22 µM]; IMPase Li cell: /; NPSR antag: 9%

The list continues.
SMILES	Luc counter	LMNA splice mod	CBFb RUNX1 block	Epigenetic derep	HttQ103 aggreg	IMPase Li cell	NPSR antag
CC(C)CCNC(=O)NC(=O)COc1ncnc2sccc12	/	3%	0%	-1.0%	?	/	-6%[46.1 µM]
COc1ccc(S(=O)(=O)N2CCN(c3cc(-c4ccccc4)nc4ncnn34)CC2)cc1	-4%	?	-1%	-1.1%	13µM*	6%[38.3 µM]	-24%[46.1 µM]
COC(=O)c1ccc(NCC(=O)c2ccccc2)cc1	10µM*	7%	1%	0.0%	22%	-14%[38.3 µM]	-1%[46.1 µM]
c1ccc(N2OCC3Cn4c(nc5ccccc54)C32)cc1 (configuration not stated)	/	/	-5%	3.3%	-13%[9.22 µM]	/	15%
Cc1ccccc1OCc1nc2ccccc2[nH]1	13µM*	/	-6%	2.1%	4%[9.22 µM]	12%	7%
O=C(O)CS(=O)(=O)CC(=O)NCc1cccc(C(F)(F)F)c1	0%	/	-3%	-4.2%	14%	1%	19%
O=C(Nc1ccc2c(c1)OCO2)c1cc(-c2cccnc2)nc2ccccc12	-2%	-14%[46 µM]	?	3.8%	-15%	11%	-7%
O=c1c2cn[nH]c2nc(SCc2ccc3c(c2)OCCO3)n1-c1ccccc1	2%	?	-7%	-0.9%	-27%	39%[activator][38.3 µM]	-13%[46.1 µM]
CCCCOc1ccc(C(=O)Nc2ccc3c(c2)OCO3)cc1	-2%	/	19%	-2.4%	29%	4%	-30%
Cc1cc(C(C)(C)C)ccc1OCCOCCN1CCCC1	1%	7%	20%	1.1%	8%	12%	16%
CS(=O)(=O)c1ccc(N2CCOCC2)c(S(C)(=O)=O)c1	1%	2%	7%	-2.0%	-6%	14%[38.3 µM]	-6%[46.1 µM]
CC1=C(C(=O)Nc2ccc(C)cc2)C(c2cccs2)NC(=S)N1 (configuration not stated)	0%	-5%	-5%	0.0%	-10%	4%	14%
O=C(CSc1ccccn1)N1CCc2ccccc21	-29%	?	4%	0.0%	30%	2%	12%
Cc1ccc2c(C)c(C(=O)N(Cc3cccs3)C3CCS(=O)(=O)C3)oc2c1 (configuration not stated)	-1%	-26%	-3%	-0.7%	-11%	15%[38.3 µM]	-22%[46.1 µM]
Cc1ccc(C(=O)NC(C)c2nc3ccccc3n2CC(=O)Nc2c(C)cc(C)cc2C)cc1 (configuration not stated)	/	/	11%	14%	-5%[9.22 µM]	/	12%
Cc1ccc(C)c(C(=O)c2c(C)nc3sccn23)c1	-7%	7%	5%	0.0%	-6%	1%[38.3 µM]	-19%[46.1 µM]
O=C(Nc1nc(-c2ccccc2)cs1)c1cccc([N+](=O)[O-])c1C(=O)O	1%	-14%	-6%	0.0%	0%	-9%	25%
Cn1ncc(Cl)c1C(=O)Nc1cccc(Cl)c1	-2%	-9%	-1%	0.0%	6%	-3%	11%[46.1 µM]
O=C(c1ccccc1)N1N=C(c2ccco2)CC1c1cccs1 (configuration not stated)	/	/	-1%	-1.2%	-2%[9.22 µM]	11%	24%
Cc1ccc(S(=O)(=O)NC(=O)NCCc2ccccc2)cc1	-6%	16%[46 µM]	4%	-0.2%	7%	-6%	15%
COc1ccc(/C=C(/C(=O)c2ccc(Cl)cc2Cl)n2cncn2)cc1	0%	?	1%	0.0%	?	6%[38.3 µM]	-18%[46.1 µM]
Cc1ccnc(SCC(=O)c2cccc([N+](=O)[O-])c2)n1	2%	-3%	-1%	1.3%	5%	1%	-1%[46.1 µM]
O=C(NNC(=O)C1CCCCC1)C(=O)NC1CCCCC1	/	5%	1%	1.0%	?	/	-6%[46.1 µM]
CCc1nc(C)ccc1OCC(=O)NCCCN(C)C	-3%	5%	1%	5.9%	5%	2%[38.3 µM]	-19%[46.1 µM]
O=S(=O)(Nc1ccc2c(c1)oc1ccccc12)N1CCCC1	0%	16%	3%	6.9%	12%	-1%[38.3 µM]	-14%[46.1 µM]
O=C(NCc1ccc(C(F)(F)F)cc1)C1CC(c2c(Cl)cccc2Cl)=NO1 (configuration not stated)	-2%	?	2%	-0.2%	6%	2%[38.3 µM]	-28%[46.1 µM]

3 entries out of the list, ordered by molecular weight, high to low.
SMILES	Luc counter	LMNA splice mod	CBFb RUNX1 block	Epigenetic derep	HttQ103 aggreg	IMPase Li cell	NPSR antag
O=C(O)CS(=O)(=O)CC(=O)NCc1cccc(C(F)(F)F)c1	0%	/	-3%	-4.2%	14%	1%	19%
CC(C)CCNC(=O)NC(=O)COc1ncnc2sccc12	/	3%	0%	-1.0%	?	/	-6%[46.1 µM]
O=C(CSc1ccccn1)N1CCc2ccccc21	-29%	?	4%	0.0%	30%	2%	12%

High-throughput results deposited in PubChem by National Center for Advancing Translational Sciences (NCATS).
